Source: PubChem BioAssay (National Center for Advancing Translational Sciences (NCATS))
Anesthetic bind: candidate novel general anesthetic via apoferritin binding; apoferritin/1-aminoanthracene competitive binding, fluorescence; P02791; Potency, µM (top dose mostly 77.5 µM), for the others: at the highest dose activity change, negative = displacement, hits mostly inhibitors; AID 485281; 350,000 compounds, 0.074% hits; further: potency means the concentration at half of the fitted maximal effect; on the % scale 0 is the no-effect control and ±100 the full control effect; nearly all actives have a fitted effect of over 20% in size
Target sequence (P02791 2-175 limits assumed): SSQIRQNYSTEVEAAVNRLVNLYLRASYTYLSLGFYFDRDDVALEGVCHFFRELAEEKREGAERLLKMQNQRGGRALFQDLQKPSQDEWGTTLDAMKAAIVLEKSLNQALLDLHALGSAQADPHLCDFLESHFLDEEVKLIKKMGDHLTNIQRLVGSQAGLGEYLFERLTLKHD
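Steps: apoferritin (10 uM) was premixed with half-saturated 1-AMA in PBS, compounds were pin-transferred, plates stood 10 min at room temperature, fluorescence was read at 380/535 nm, and curves were fitted with a Hill equation.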
POLI inh: blocks human DNA polymerase iota activity; Q9UNA4; Pol iota fluorescent replication assay, 10 min; Potency, µM (titrated, usually from 115 µM), inactives show at the highest dose activity, negative = inhibition, most hits filed as inhibitors; 390,000 compounds, 1% hits; further: potency means the concentration at half of the fitted maximal effect
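Fluorescent replication assay read twice, at 0 min and 10 min after adding 50 nM (final) substrate. Enzyme (10 nM) and compounds were first incubated 15 min at room temperature; enzyme-free buffer wells were negative controls.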
Pol beta inh: inhibitors of human DNA polymerase beta. Pol beta primer extension/strand displacement, fluorescence kinetic. AID 485314. Potency, µM (doses to about 114 µM), without a hit: top-dose activity change, negative = inhibition, hits mostly inhibitors. P06746. 340,000 compounds, 1.3% hits; further: potency means the concentration at half of the fitted maximal effect; on the % scale 0 is the no-effect control and ±100 the full control effect
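10 nM enzyme + cpd, 15 min RT; start with substrate 50 nM final; read 0 min and after 10 min RT. Corrected, normalized data; 4-parameter Hill curve fit.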
PGK inhibitor: T. brucei PGK inhibition; PGK/GAPDH coupled, Kinase-Glo luminescence, 60 min; Potency, µM (titrated, usually from 57.5 µM), inactives show at the top dose activity change, negative = inhibition, usual class: inhibitors; 380,000 compounds, 0.043% hits; AID 602233; further: potency means the concentration at half of the fitted maximal effect; on the % scale 0 is the no-effect control and ±100 the full control effect; nearly all actives have a fitted effect of over 60% in size
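Recombinant glycosomal PGK reaction used 1,3-bisphosphoglycerate generated in-well by GAPDH (100nM final) in 100mM TEA pH 7.6, 5mM MgCl2, 0.01% Tween-20. After 60 minutes at room temperature, ATP was read by Kinase-Glo Plus luminescence end-point.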
RXFP1 antag: antagonists of human relaxin receptor RXFP1. HEK293-RXFP1, relaxin-stimulated cAMP HTRF, 30 min; active compounds read low. activity change, negative = inhibition, % at 57.5 µM. 350,000 compounds, 0.59% hits. AID 1259400;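 active means activity change of -60% or lower, but not beyond a set lower limit; inconclusive means change between -60% and -40%, or beyond the set limit; inactive means change above -40%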; further: on the % scale 0 is the no-effect control and ±100 the full control effect
BLM helicase inh: inhibitors of human Bloom syndrome helicase BLM; P54132; recombinant BLM DNA unwinding, fluorescence dequenching; Potency, µM (series often up to 56.1 µM), for the others: at the highest dose activity change, negative = inhibition, actives largely listed as inhibitors; 350,000 compounds, 0.2% hits;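 further: potency means the concentration at half of the fitted maximal effect; plate controls were vehicle for no effect and no enzyme for full effect; nearly all actives have a fitted effect of over 35% in size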
POLK inh: blocks human DNA polymerase kappa activity. purified Pol kappa, fluorescent DNA synthesis assay, 10 min. 400,000 compounds, 0.53% hits. Q9UBT6. Potency, µM (series often up to 107 µM), for the others: at the top dose activity, negative = inhibition, hits mostly inhibitors; further: potency means the concentration at half of the fitted maximal effect; on the % scale 0 is the no-effect control and ±100 the full control effect
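Enzyme at 10 nM met test compounds for 15 min at room temperature. Substrate addition (50 nM final) began the reaction, which was monitored by fluorescence at 0 and 10 min.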
APE1 inh: blocks human APE1 abasic DNA cleavage. recombinant APE1, TAMRA/BHQ-2 abasic DNA cleavage fluorescence. 350,000 compounds, 0.35% hits. Potency, µM (highest dose often 65.8 µM), without a hit: at the top dose activity change, negative = inhibition, most hits filed as inhibitors;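 further: potency means the concentration at half of the fitted maximal effect; plate controls were vehicle for no effect and reference inhibitor for full effect; nearly all actives have a fitted effect of over 55% in size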
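APE1 at 0.75 nM preincubated 15 min at room temperature with compound. Reaction then started with 50 nM double-stranded THF-abasic substrate labelled with TAMRA/BHQ-2, and 525/598 nm fluorescence read kinetically. Activity taken as third-minus-first read difference, normalized to DMSO and NSC13755 controls.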
Pol eta inh: inhibitors of human DNA polymerase eta | Q9Y253 | recombinant Pol eta, fluorescent DNA replication assay | Potency, µM (top dose mostly 114 µM), for inactives: top-dose activity change, negative = inhibition, usual class: inhibitors | 390,000 compounds, 1.2% hits; further: potency means the concentration at half of the fitted maximal effect; on the % scale 0 is the no-effect control and ±100 the full control effect
Target sequence (Q9Y253 whole entry, looked up): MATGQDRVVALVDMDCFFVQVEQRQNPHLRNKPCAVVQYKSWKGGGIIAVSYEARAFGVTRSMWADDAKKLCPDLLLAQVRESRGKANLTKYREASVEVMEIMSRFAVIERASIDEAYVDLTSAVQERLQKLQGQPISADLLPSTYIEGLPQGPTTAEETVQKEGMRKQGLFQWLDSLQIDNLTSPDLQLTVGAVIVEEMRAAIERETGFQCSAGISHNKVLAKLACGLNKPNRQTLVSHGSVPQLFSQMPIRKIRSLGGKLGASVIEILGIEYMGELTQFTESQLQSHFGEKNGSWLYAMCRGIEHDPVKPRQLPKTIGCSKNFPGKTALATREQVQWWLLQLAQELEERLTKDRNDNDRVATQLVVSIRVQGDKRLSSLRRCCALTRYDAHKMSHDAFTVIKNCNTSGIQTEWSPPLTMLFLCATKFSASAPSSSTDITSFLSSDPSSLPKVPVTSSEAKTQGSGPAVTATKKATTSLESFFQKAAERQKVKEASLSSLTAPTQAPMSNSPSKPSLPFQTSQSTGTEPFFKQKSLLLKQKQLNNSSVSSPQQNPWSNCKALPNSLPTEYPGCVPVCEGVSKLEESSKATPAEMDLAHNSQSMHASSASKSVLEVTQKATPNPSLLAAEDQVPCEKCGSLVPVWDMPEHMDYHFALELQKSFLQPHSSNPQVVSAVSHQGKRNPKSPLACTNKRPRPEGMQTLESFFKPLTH
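Pol eta at 10 nM preincubated with compounds 15 min at room temperature; reaction started with fluorescent substrate (50 nM final) and read kinetically at 0 and 10 min.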
An asterisk follows results filed as active; i = inactive; ? = inconclusive; . = not tested or not shown; & = joins results of further samples; [ ] = remark or other dose. Unless noted, the call rests on the fitted dose curve; in most records, active means well fitted curve in the direction sought with a large enough effect; inconclusive means small, poorly fitted or top-dose-only effect, or another doubt; inactive means no such curve, though single readings can be large; an effect the other way counts as inactive or inconclusive. A portion of the library. The share of hits here may be higher or lower than overall.

Order of results – APE1 inh | PGK inhibitor | POLK inh | Pol beta inh | Pol eta inh | BLM helicase inh | RXFP1 antag | POLI inh | Anesthetic bind
> COc1nc(N/N=C/c2ccc(-c3cccc([N+](=O)[O-])c3)o2)nc(N2CCOCC2)n1
    0% | . | . | 1% | . | -17% | . | . | -2%
> CC(=O)N1CC=CC1(CC(C)C)C(=O)NCc1cc(F)cc(C(F)(F)F)c1 (stereo not drawn)
    0%&-1% | i | 6% | -1% | -9% | -1%&-2% | . | 1% | 1%&-9%
> COc1ccc(NC(=O)CN2CCN(C(=S)NC3CCCC3)CC2)cc1
    1% | 0% | -5% | 5% | -22% | -3% | -13 | 131%[activator] | 2%
> CC1CCCCN1CC(O)COCCC12CC3CC(CC(C3)C1)C2 (stereo not drawn)
    ? | 8% | -18% | -28% | -3% | 2% | -9 | -6% | ?
> Cc1cccc(Nc2ncnc3onc(-c4ccc(Cl)cc4)c23)c1C
    . | -9% | -1% | 1% | -14% | -1% | . | 1% | -8%
> CC12CCC(=O)C=C1CCC1C2C(O)CC2(C)C1CCC2(O)C(=O)CO (stereo not drawn)
    -11% | -1% | 17% | -18% | -11% | 0% | . | 18% | -4%
> O=C(Cn1cc(Br)ccc1=O)Nc1ccc2c(c1)OCO2
    22% | i | 6% | . | -9% | . | 6 | 23% | .
> O=C(CCN1CCN(Cc2ccccc2)CC1)NNC(=O)Nc1cccc(Cl)c1
    32% | 5% | -10% | 0% | 1% | -12% | 0 | 15% | ?
> CCOC(=O)c1c(NC(=O)c2cccnc2)sc(C)c1C
    -5% | i[11.5 µM] | -8% | 11% | 5% | 2% | -9 | 16% | -10%
> CCCCN(CCCC)CCNC(=O)Cc1nc2c(c(=O)[nH]c(=O)n2C)n1C
    -5% | . | . | -19% | . | -2% | . | . | 2%
> c1ccc(-c2nnc3nc(N4CCCCC4)nc(N4CCCCC4)n23)cc1
    . | -10% | -5% | . | -5% | . | 3 | 29% | .
> COc1ccc(C(=O)N(Cc2ccco2)Cc2ccc(C)o2)cc1
    . | -7% | -11% | 13% | ? | 1% | -19 | 22% | -7%
> Cc1ccc(NC(=S)N2CCCC(c3nc4ccc(C)cc4[nH]3)C2)c(C)c1 (stereo not drawn)
    -3% | -5% | -7%[60.1 µM] | 1% | -14% | -1% | -2 | 8% | -9%
> CC(=O)Nc1ccc(NC(=O)CN(C)CC(=O)Nc2ccccc2Br)cc1
    1% | -1% | -6% | 21% | -15% | -3% | -10 | 54%[activator] | -1%
> O=C(COC(=O)c1cccnc1)Nc1cccc2ccccc12
    35% | i | -1% | 2% | -5% | ? | -5 | 20% | 5%
> O=C(Cn1cnc2ccccc2c1=O)NNC(=O)c1cccc([N+](=O)[O-])c1
    17% | 0% | 2% | . | -8% | . | -8 | 8% | .
> COCCN(C(=O)CCC(=O)Nc1nccs1)C(C(=O)NC(C)(C)C)c1ccc(C)cc1 (stereo not drawn)
    11% | -1% | -27% | 37% | -11% | -3% | 7 | 145%[activator] | -1%
> O=S(=O)(/N=C(/Nc1ccccn1)c1ccc(Cl)cc1)c1ccc(Cl)cc1
    3% | -3% | -17% | 35% | -12% | -2% | 4 | 4% | -5%
> CC(C)N(CCCNC(=O)Cn1c(=O)c2cccn2c2ccccc21)Cc1ccccc1
    6% | i | 13% | 1% | -4% | -5% | 0 | 4% | -6%
> COc1ccc(NS(=O)(=O)c2cc3c(cc2C)N(C)CCO3)c(OC)c1
    -4% | i | 12% | 4% | -15% | -4% | -4 | 21% | -19%
> Cc1cc(=O)n(-c2ccc(C(=O)O)cc2)[nH]1
    -7% | -11% | -28% | -12% | ? | -5% | 2 | ? | -3%
> Cc1ccc(S(=O)(=O)N2CCC(c3nnc(-c4cccc(C)c4)o3)CC2)cc1
    . | -2% | -3% | 0% | -14% | -5% | -1 | 15% | -13%
> CCOC(=O)C1CCN(S(=O)(=O)c2ccc(NC(C)=O)c(Cl)c2)CC1
    6% | i | 1% | 1% | -20% | -2% | -8 | 23% | 4%
> COc1ccccc1NC(CC(=O)c1ccccc1)C(=O)OCC(=O)c1ccc(C)c(C)c1 (stereo not drawn)
    4% | i | -9% | 1% | -6% | -5% | -18 | 18% | -5%
> N#C/C(=C(/O)c1ccc(Br)s1)c1nc2ccccc2[nH]1
    44% | -6% | 6% | 12% | 0% | -2% | . | -2% | -5%
> CC1CN(C(=O)c2cccc(C(=O)N3CC(C)OC(C)C3)c2)CC(C)O1 (stereo not drawn)
    4% | -4% | -15% | 17% | -12% | 0% | 5 | 11% | -8%
> Cc1cc(Cl)ccc1NC(=O)C1CCN(S(=O)(=O)c2ccc3[nH]c(=O)ccc3c2)CC1
    . | -6% | -2%[60.1 µM] | ? | -26% | -13% | . | 12% | 7%
> Cc1sc(NC(=O)C2=COCCO2)nc1-c1ccc(F)cc1
    -13% | 5% | -16% | . | -5% | . | -2 | 9% | .
> COc1ccc(NC(=O)c2ccccc2NC(=O)CN2CCCCCC2)cc1
    -15% | 3% | 0% | . | ? | . | 7 | 0% | .
> COC(=O)c1c(NC(=S)NN2CCOCC2)sc2c1CCCC2
    -8% | i | -5% | 7% | -12% | -5% | -19 | 37%[activator] | -4%
> Cc1cc(S(=O)(=O)NCC(c2ccco2)S(=O)(=O)c2ccccc2)ccc1F (stereo not drawn)
    . | i | -5%[60.1 µM] | 23% | -20% | -4% | 8 | 13% | -5%
> COc1cc(/C=N/N2CCN(C3c4ccccc4-c4ccccc43)CC2)cc(OC)c1OC
    0% | i | 5% | 6% | ? | -10% | -13 | 2% | 13%
> O=Nc1c2ccc[nH]c-2c2ccc([N+](=O)[O-])cc12
    -1% | -3% | -10% | -29% | 0% | 2% | 3 | 3% | -4%
> COc1cc(NC(=O)Cn2cnc(S(=O)(=O)N3CCOCC3)c2)cc(OC)c1OC
    36% | -7% | -5% | 29% | -10% | -1% | -2 | ? | -2%
> CCc1c(C)[nH]c2ccc(C)cc2c1=O
    1% | -5% | -1% | -2% | -2% | 2% | 4 | 4% | -7%
> CCO[C@H]1OC(C(=O)N2CCCCCCC2)=C[C@@H](c2ccc(C(F)(F)F)cc2)[C@@H]1CCCO
    -3% | -3% | -12% | -10% | -20% | -11% | . | 13% | -10%
> COc1ccccc1N(C)S(=O)(=O)c1ccc(C(=O)N2CCC2)cc1
    26% | -9% | -6% | . | -13% | . | -10 | 22% | .
> CC(OC(=O)C1=COCCO1)C(=O)Nc1ncc(Cl)cc1Cl (stereo not drawn)
    23% | -5% | -5% | . | -6% | . | 5 | -8% | .
> CCOc1ccc(C(=O)CCNC(Cc2cnc[nH]2)C(=O)O)cc1 (stereo not drawn)
    0% | . | -7% | 1% | -1% | 0% | -14 | 6% | -8%
> Cc1ccc(CNC(=O)CN(c2ccc(C)cc2)S(=O)(=O)c2c(C)nn(C)c2C)cc1
    -15% | -9%&-8% | 2%&-4% | 10%&6% | -20%&-11% | 0%&-1% | -8 | 39%&15% | ?
> COc1cc(OC)cc(C(=O)N[C@H](C(=O)Nc2ccc(S(=O)(=O)N(C)C)cc2)C(C)C)c1
    3% | i | -8% | 1% | -25% | -8% | -19 | 41%[activator] | -12%
> COc1cc(OC)cc(C(=O)NCCNC(=O)c2ccco2)c1
    -1% | 0% | 12% | 5% | -10% | -4% | -17 | -4% | -10%
> O=C(CCC1CCN(C(=O)Cc2c(F)cccc2F)CC1)NC1CC1
    -5% | 2% | -4% | 13% | -1% | 3% | 14 | -10% | 3%
> CC(=O)N1CCCc2cc(S(=O)(=O)NCc3ccccc3Cl)ccc21
    . | -9% | 0%[60.1 µM] | 0% | 1% | -1% | -16 | 0% | 11%

By substructure: the compounds so far containing a Cl atom.
Order of results – APE1 inh | PGK inhibitor | POLK inh | Pol beta inh | Pol eta inh | BLM helicase inh | RXFP1 antag | POLI inh | Anesthetic bind
> Cc1cccc(Nc2ncnc3onc(-c4ccc(Cl)cc4)c23)c1C
    . | -9% | -1% | 1% | -14% | -1% | . | 1% | -8%
> O=C(CCN1CCN(Cc2ccccc2)CC1)NNC(=O)Nc1cccc(Cl)c1
    32% | 5% | -10% | 0% | 1% | -12% | 0 | 15% | ?
> O=S(=O)(/N=C(/Nc1ccccn1)c1ccc(Cl)cc1)c1ccc(Cl)cc1
    3% | -3% | -17% | 35% | -12% | -2% | 4 | 4% | -5%
> CCOC(=O)C1CCN(S(=O)(=O)c2ccc(NC(C)=O)c(Cl)c2)CC1
    6% | i | 1% | 1% | -20% | -2% | -8 | 23% | 4%
> Cc1cc(Cl)ccc1NC(=O)C1CCN(S(=O)(=O)c2ccc3[nH]c(=O)ccc3c2)CC1
    . | -6% | -2%[60.1 µM] | ? | -26% | -13% | . | 12% | 7%
> CC(OC(=O)C1=COCCO1)C(=O)Nc1ncc(Cl)cc1Cl (stereo not drawn)
    23% | -5% | -5% | . | -6% | . | 5 | -8% | .
> CC(=O)N1CCCc2cc(S(=O)(=O)NCc3ccccc3Cl)ccc21
    . | -9% | 0%[60.1 µM] | 0% | 1% | -1% | -16 | 0% | 11%
